Dynein cargo inh: dynein cargo transport inhibition. 3617.4 mouse cells, GR-EGFP nuclear translocation imaging; test concentration mostly 20 µM; stimulated with dexamethasone, 1 µM; stronger effect = lower value. 220,000 compounds, 0.47% hits. z-score, hits read low;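 active = plate z-score of nuclear minus cytoplasmic receptor signal below a set negative limit, without overly bright fluorescence or cell loss, cut at about -3.5 in these data, passing the limit was not always enough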;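 also: z-score of nuclear minus cytoplasmic ring GR-EGFP intensity difference per well; some compounds called inactive have numbers as strong as hits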
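Buffer or medium: tet-free medium with charcoal-stripped serum / Also added: dexamethasone agonist, 1.0 µM final, for 30 min / Timing: induction 48 h, compound 1 h, agonist 30 min / Measured by: high-content fluorescence imaging after fixation / Read-out: nuclear-to-cytoplasmic GR-EGFP distribution per well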
KOR beta-arrestin-1: KOR agonists, beta-arrestin recruitment, primary screen, cell-based, luminescence, uHTS (AID 1777); KOR beta-arrestin recruitment, luminescence; higher % means a stronger effect; activation, % at 10 µM, or EC50 in µM where a hit was titrated; 280,000 compounds, 0.02% hits; in the data active = activation above about 50%, passing the limit was not always enough; also: a part of the inactive calls stands beside numbers as strong as those of hits
NOD1 NF-kB reporter: NOD1 signaling inhibitors, primary screen, cell-based, luminescence, uHTS (AID 1578); 290,000 compounds, 1% hits; NOD1-driven NF-kB luciferase reporter cells, luminescence; higher % means a stronger effect; inhibition, % at 4 µM; hits with a dose series show EC50 in µM; in the data active = inhibition mostly above about 36%, no sharp cut-off; inactive = mostly below about 34%;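 also: HEK-293T reporter cells stimulated with the NOD1 agonist gamma-tri-DAP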
P. falciparum M17LAP: P. falciparum M17LAP inhibitors, primary screen, biochemical, fluorogenic H-Leu-NHMec substrate, 1536-well (AID 1619) | 220,000 compounds, 0.38% hits | one-dose inhibition, % at 30 µM; IC50 in µM for titrated hits | recombinant M17LAP, H-Leu-NHMec fluorogenic kinetic assay; higher % means a stronger effect;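 active = compound inhibiting the enzyme by more than half at any dose during confirmatory dose-response retesting; inconclusive = strong single-dose inhibitors picked by rank but not retested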;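 also: plate controls were full reaction with DMSO carrier for no effect and no enzyme background for full effect; strong numbers were not always called active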
KOR beta-arrestin-2: KOR antagonists, beta-arrestin recruitment, cell-based, luminescence, uHTS (AID 1778); KOR beta-arrestin recruitment, luminescence, antagonist mode; higher % means a stronger effect; 290,000 compounds, 0.091% hits; inhibition, % at 10 µM, or IC50 in µM where a hit was titrated; also: strong numbers were not always called active
HEK293 NOD2/NF-kB: NOD2 signaling inhibitors, cell-based, luminescence, uHTS, HEK293 (AID 1566). HEK293 NOD2/NF-kB luciferase reporter, luminescence; higher % means a stronger effect. one-dose inhibition, % at 4 µM; EC50 in µM for titrated hits. 290,000 compounds, 0.63% hits; also: many of its hits are not listed in these tables
AID2073: inhibitors of Mint1-CaV2.2 protein interaction, biochemical, HTRF (AID 2073); HTRF protein-protein interaction, Mint1-CaV2.2; higher % means a stronger effect; inhibition, % at 20 µM; hits with a dose series show IC50 in µM; 290,000 compounds, 0.19% hits; in the data active = inhibition mostly above about 51%, no sharp cut-off; inconclusive = no clear call, values can overlap the other calls; inactive = mostly below about 53%; also: some results filed as inactive read as strong as hits
P. falciparum M1AAP: malaria alanyl aminopeptidase activity blockers – biochemical, fluorogenic H-Leu-NHMec substrate, 1536-well (AID 1445); inhibition, % at 30 µM, or IC50 in µM where a hit was titrated; 220,000 compounds, 0.42% hits; recombinant M1AAP, H-Leu-NHMec fluorogenic kinetic assay; higher % means a stronger effect;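 active = primary inhibition above the hit cutoff, then over 50% inhibition at one or more dose response concentrations, cut at about 23% in these data, passing the limit was not always enough; inconclusive = conflicting primary data, or primary hits not chosen for dose response; inactive = low primary inhibition, or under 50% at every dose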;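 also: plate controls were DMSO full reaction for no effect and no enzyme background for full effect; strong numbers were not always called active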
GPR55 beta-arrestin: selective activators of receptor GPR55 – imaging, U2OS cells, beta-arrestin-GFP redistribution, primary screen (AID 1961). 290,000 compounds, 0.048% hits. U2OS GPR55 beta-arrestin-GFP redistribution imaging; higher % means a stronger effect. one-dose activation, % at 10 µM; EC50 in µM for titrated hits;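 active = activation above 40% with more than 50 cells counted in the well; inconclusive = wells holding fewer than 50 cells, flagged as toxic or sparse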;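 also: U2OS osteosarcoma cells stably expressing GPR55 and beta-arrestin-GFP; plate controls were DMSO negative control for no effect and LPI positive control for full effect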
Dynein cargo inh cytoplasmic EGFP: recorded beside Dynein cargo inh, whose call it bears; z-score; measured here: cytoplasmic GR-EGFP intensity; stronger effect = higher value
Dynein cargo inh nuclear GR-EGFP: also measured in Dynein cargo inh; calls as there; z-score; measured here: nuclear GR-EGFP intensity;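 lower value marks the stronger effect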
Dynein cargo inh cell count: recorded beside Dynein cargo inh, whose call it bears; z-score; measured here: cell count per field
Active calls of the source: *; ? = inconclusive; nt = no result given; [ ] = another dose, or the depositor's remark. Rule as the data show it, unless noted: active = inhibition above about 50%; inactive = the rest. Not all compounds are listed, so the mix of outcomes need not match the whole.

SMILES	Dynein cargo inh	Dynein cargo inh cytoplasmic EGFP	Dynein cargo inh nuclear GR-EGFP	Dynein cargo inh cell count	KOR beta-arrestin-1	NOD1 NF-kB reporter	P. falciparum M17LAP	KOR beta-arrestin-2	HEK293 NOD2/NF-kB	AID2073	P. falciparum M1AAP	GPR55 beta-arrestin
COc1ccc(C(O)CNc2ccc(C)cc2)cc1 (centres undefined)	-0.92	-0.22	-0.33	0.68	-0.8%	-13%	11%	-12%	10%	-7%	3%	0.7%
COc1ccc(Cn2nnnc2C(c2ccccc2Cl)N2CCN(C)CC2)cc1 (centres undefined)	-1.1	-0.17	-0.35	-0.036	-4.5%	6%	-7%	-1%	17%	11%	3%	-0.1%
Cc1ccc(NC(=O)CSc2nnc(-c3ccncc3)o2)cc1	1.2	-0.24	-0.55	0.064	-1.6%	-1%	7%	-2%	12%	-3%	4%	-0.1%
CCOC(=O)Cc1c(C)nc2c(-c3cccc(Br)c3)c[nH]n2c1=O	-0.037	-0.11	0.59	-0.6	5.3%	70%*	16%	16%	17%	6%	10%	-0.1%
O=C(CN1CCCC1)Nc1ccc(S(=O)(=O)N2CCCCC2)cc1	nt	nt	nt	nt	1.5%	11%	nt	-14%	-30%	1%	nt	0.3%
CCOC(=O)N1CCN(C(=O)CN(c2cccc(C)c2)S(=O)(=O)c2ccccc2)CC1	-1.2	-0.42	-0.44	0.12	5.4%	-6%	5%	5%	14%	7%	3%	-0.3%
O=C(c1c[nH]c(C(=O)N2CCN(c3ccccc3F)CC2)c1)c1cccc(Cl)c1Cl	-0.02	-0.29	0.0082	0.033	-2.3%	5%	-4%	-86%[20 µM]	-4%	10%	-1%	-0.1%
COC(=O)CSc1nc(NC#N)nc(NC(C)(C)C)n1	0.15	-0.12	0.6	-0.06	0.2%	-8%	5%	11%	3%	-3%	-1%	-0.2%
CC1=C(C(=O)OC(C)C)C(c2cccs2)N2C(=O)C(C)SC2=N1 (centres undefined)	-0.66	-0.22	-0.35	1.7	15%	-1%	5%	27%	14%	-11%	4%	-0.2%
O=C1OC(C(=O)NCc2ccccc2)Cc2ccccc21 (centres undefined)	0.021	1.6	0.49	-0.51	4.1%	-8%	3%	-33%	4%	12%	-6%	1.0%
CN(C)S(=O)(=O)N1CCC(Oc2ccc(C(=O)NC3Cc4ccccc4C3)cc2)CC1	nt	nt	nt	nt	0.7%	-16%	nt	-19%	30%	7%	nt	-0.2%
CCCC1c2ccc(C)n2CCN1C(=O)Nc1ccc(F)cc1 (centres undefined)	0.92	-0.17	0.51	-0.87	6.2%	-16%	-5%	1%	-16%	-11%	2%	-0.1%
CN(CC(=O)Nc1ccc(F)c(F)c1F)C(=O)Cc1ccc2c(c1)OCCO2	nt	nt	nt	nt	6.0%	-20%	nt	-22%	10%	7%	nt	0.0%
CCC(CC)C(=O)c1c[nH]c(C(=O)OC)c1	0.83	-0.26	0.58	-0.4	-8.4%	-4%	-3%	-34%[20 µM]	17%	0%	2%	-0.1%
COc1cc(NC(=O)CCc2c(C)nc3nc(C)nn3c2C)cc(OC)c1	-0.48	-0.28	-0.37	0.23	-8.4%	10%	0%	7%	13%	1%	1%	-0.2%
CCOC(=O)N1CCC(N(CCN(C)C)C(=S)Nc2cc(Cl)cc(Cl)c2)CC1	-1.3	-0.19	-0.76	1	9.2%	66%*	8%	-27%	32%	-29%	11%	6.7%
O=C(NCC1CCCO1)c1sc2ccccc2c1Cl (centres undefined)	-0.076	-0.24	-0.0041	0.84	-2.8%	-33%	13%	15%	-68%	5%	-3%	-0.3%
O=C(OCC(=O)c1ccccc1Br)c1ccncc1	2.3	-0.29	1.7	-1.7	1.0%	-20%	-1%	3%	7%	-13%	3%	-0.1%
Cn1ccc(C(=O)OCC(=O)Nc2cccc3ccccc23)n1	-0.93	-0.23	-0.41	-0.19	-3.9%	-17%	14%	-11%	19%	3%	-1%	-0.4%
Oc1ccc(N=Cc2c(O)ccc3ccccc23)cc1	0.0064	5	0.78	0.18	6.4%	-2%	2%	18%	18%	?	17%	-0.1%
CC(=O)Nc1cc2c(cc1C(C)=O)OCCO2	-0.6	-0.29	0.012	0.37	-1.8%	-10%	-8%	-11%	-1%	3%	-1%	-0.1%
O=C(CCNC(=O)c1ccco1)Nc1ccc(Cl)c(C(F)(F)F)c1	nt	nt	nt	nt	-0.1%	13%	nt	-56%	-6%	6%	nt	0.3%
Cc1ccc(C(=O)NC2CCN(CC(=O)NCc3cccs3)CC2)cc1	-0.12	-0.32	0.29	-0.52	2.6%	5%	7%	-15%	-21%	2%	16%	-0.4%
CCC(=O)Nc1cccc(NC(=O)CSc2nnc(-c3ccc(NS(C)(=O)=O)cc3)n2C)c1	0.14	-0.36	0.38	0.065	-1.8%	-10%	-2%	22%	17%	-12%	8%	-0.1%
COc1ccc(OC)c(C(=O)NC(CC(N)=O)c2ccc(NCc3ccc(F)c(F)c3)c([N+](=O)[O-])c2)c1 (centres undefined)	nt	nt	nt	nt	-0.3%	-18%	nt	-2%[20 µM]	-1%	2%	nt	-0.3%
C=C1C(=O)C=C[C@]2(C)C[C@@H]3OC(=O)[C@](C)(O)[C@H]3C[C@@H]12	-2.9	0.72	-2.1	-0.041	-2.8%	33%*	-6%	22%	5%	3%	-2%	-0.1%
COc1cc2c(cc1OC)C(C)N(C(=O)c1c(C)noc1C)CC2 (centres undefined)	-0.26	-0.26	-0.25	0.057	-3.4%	-3%	15%	-5%	-1%	2%	7%	-0.2%
CCOC(=O)c1cnc(SCC(=O)Nc2ccc(N3CCOCC3)c(Cl)c2)nc1N	-0.54	-0.24	-0.88	-0.3	-2.2%	17%	18%	12%	18%	16%	0%	-0.2%
C/C(=N\Nc1ccc(Cl)c(C(=O)O)c1)c1ccc(Br)s1	nt	nt	nt	nt	-2.0%	-8%	nt	-18%	-35%	11%	nt	-0.1%
COC(=O)C1(C(O)C(=O)c2ccc(C)cc2C)CCCCC1 (centres undefined)	0.57	-0.24	0.26	-0.072	-2.6%	-10%	-6%	28%	8%	3%	8%	-0.2%
COc1ccnc2c1c(=O)n(Cc1cccc(Cl)c1)c(=O)n2C	nt	nt	nt	nt	-3.0%	-3%	nt	-21%	23%	4%	nt	-0.1%
CSCCC(NC(=O)COc1ccccc1)C(=O)N1CCN(c2ccccc2F)CC1 (centres undefined)	1.3	-0.2	0.44	-0.75	4.9%	0%	9%	6%	-10%	9%	7%	0.1%
CCOc1ccc(S(=O)(=O)NCCC(=O)OCC(=O)N2CC(=O)Nc3ccccc32)cc1	-0.13	-0.35	0.2	0.24	-5.3%	-27%	-2%	21%	3%	7%	-1%	0.0%
COc1ccccc1OCC(=O)NCC1CCCN(C(=O)c2ccccc2C(C)=O)C1 (centres undefined)	nt	nt	nt	nt	-3.8%	-4%	nt	22%	-12%	2%	nt	-0.1%
OC(COCc1ccc(Cl)cc1)CN1CCCCC1 (centres undefined)	nt	nt	nt	nt	0.4%	-9%	nt	-31%	-9%	1%	nt	-0.2%
Cc1ccc(-c2noc(CN3CCN(c4ccccc4F)CC3)n2)cc1	-0.3	-0.24	0.082	0.037	-3.7%	-11%	2%	-8%	7%	-4%	0%	1.5%
CCOc1ccc(-c2[nH]nc3c2C(c2ccc4c(c2)OCO4)C(C#N)=C(N)O3)cc1OC (centres undefined)	-0.77	-0.19	-0.071	0.67	-4.3%	-7%	7%	34%	-1%	3%	2%	-0.1%
CCN(CC)CCCN1C(=O)C(=O)/C(=C(/O)c2ccc(Cl)cc2)C1c1ccccn1 (centres undefined)	nt	nt	nt	nt	4.3%	16%	nt	-49%	-11%	0%	nt	0.0%
O=C(NCC(=O)N(c1cccc(F)c1)C(C(=O)NC1CCCC1)c1cccnc1)c1ccco1 (centres undefined)	nt	nt	nt	nt	-4.6%	-17%	nt	0%	2%	5%	nt	-0.2%
O=C(NNC(=O)c1csc(-c2cnccc2C(F)(F)F)n1)c1ccc(C(F)(F)F)cc1	-0.06	-0.24	-0.05	-0.042	2.0%	-9%	-3%	1%	4%	14%	-14%	0.2%
Oc1ccc(N=Nc2cccc(C(F)(F)F)c2)cc1C=Nc1ccc(N2CCOCC2)cc1	2.9	0.013	1.1	-1.2	4.3%	-23%	18%	30%	27%	-13%	4%	0.8%
CC1=CC(C)(C)N2C(=O)C3(NCCc4c3[nH]c3ccccc43)c3cccc1c32 (centres undefined)	-0.12	-0.058	0.21	0.37	-3.8%	-19%	-4%	3%	18%	2%	0%	0.2%
CCCn1c2ccccc2c2cnn(CC(=O)NC3CCCC(C)C3C)c(=O)c21 (centres undefined)	nt	nt	nt	nt	-0.6%	-23%	nt	-55%	12%	-2%	nt	-0.1%
CCOC(=O)CSc1nnc(N)s1	-0.54	-0.33	-0.11	0.35	1.0%	-13%	7%	-10%	14%	-11%	9%	-0.2%

Three compounds already listed, ordered by their value in Dynein cargo inh cell count, ascending:
SMILES	Dynein cargo inh cell count
Oc1ccc(N=Nc2cccc(C(F)(F)F)c2)cc1C=Nc1ccc(N2CCOCC2)cc1	-1.2
CCOC(=O)CSc1nnc(N)s1	0.35
CC1=CC(C)(C)N2C(=O)C3(NCCc4c3[nH]c3ccccc43)c3cccc1c32 (centres undefined)	0.37

From PubChem BioAssay
